TDP2 inh: blocks human TDP2 phosphodiesterase activity; O95551; recombinant TDP2, T5PNP hydrolysis, p-nitrophenol absorbance 415 nm; inhibition, % at 12.8 µM; actives 0.34% (n = 370,000); AID 720702;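 active means inhibition above the mean of all tested compounds plus 3 SD, set per campaign, cut at about 25% in these data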;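 further: 0% = DMSO with enzyme and 100% = buffer with substrate but no TDP2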
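Material: recombinant human TDP2; quantity: TDP2 enzyme at 120 nM final; medium: Tris-HCl pH 7.5 with MgCl2; compound: single concentration, 12.8 µM nominal, with 1% DMSO; incubation: 2 h enzyme incubation at 37 °C; signal: epi absorbance; measure: percent inhibition; benchmarks: high control without enzyme, low control DMSO plus TDP2; repeats: singlicate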
SIAE inh: human SIAE inhibition, primary screen; inhibition, % at 9.66 µM; SIAE FP-Rh probe binding, fluorescence polarization; Q9HAT2; actives 0.69% (n = 370,000);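 active means inhibition above a cutoff: mean of compounds within the control limits plus 3 SD of those, cut at about 17% in these data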;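 further: 0% = plate median of compound wells and 100% = probe without SIAE protein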
MBD2 DNA inh: inhibitors of human MBD2 binding to methylated oligonucleotide. inhibition, % at 4.4 µM. TR-FRET. actives 0.31% (n = 370,000); in the data active means inhibition above about 13%
Tn6 DDE FP: inhibitors of Tn6 peptide binding to human fibrin DD(E); Fibrin DD(E) TRITC-Tn6 fluorescence polarization displacement; AID 720509; inhibition, % at 8.3 µM; actives 0.21% (n = 370,000); P02675;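 active means inhibition above a per-campaign cutoff: mean of compounds within control limits plus 3 SD, cut at about 15% in these data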;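 further: 0% = median of all compound wells on the plate and 100% = blocking peptide control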
Target sequence (P02675 whole entry, looked up): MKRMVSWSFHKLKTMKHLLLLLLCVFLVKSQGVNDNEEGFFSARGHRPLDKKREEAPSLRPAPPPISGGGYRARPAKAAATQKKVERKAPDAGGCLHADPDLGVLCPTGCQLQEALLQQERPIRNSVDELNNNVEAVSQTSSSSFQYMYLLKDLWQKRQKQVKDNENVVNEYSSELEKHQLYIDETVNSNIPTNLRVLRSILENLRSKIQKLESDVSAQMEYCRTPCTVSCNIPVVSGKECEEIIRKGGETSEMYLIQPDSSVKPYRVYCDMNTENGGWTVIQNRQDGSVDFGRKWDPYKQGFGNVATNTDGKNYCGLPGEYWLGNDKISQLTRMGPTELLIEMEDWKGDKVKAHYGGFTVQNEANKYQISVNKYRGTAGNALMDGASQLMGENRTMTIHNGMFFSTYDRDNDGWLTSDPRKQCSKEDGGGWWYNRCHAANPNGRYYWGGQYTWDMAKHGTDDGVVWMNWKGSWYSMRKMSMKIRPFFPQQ
proKLK7 act: activates the human kallikrein-7 zymogen | actives 0.9% (n = 370,000) | AID 652039 | activation, % at 7 µM | purified proKLK7, EDANS-DABCYL substrate fluorescence; 100% is mature enzyme control, 0% vehicle | P49862;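 active means activation above the mean of all tested compounds plus 3 SD, computed per campaign excluding outliers beyond control limits, cut at about 13% in these data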
UHRF1 binding: blocks human UHRF1 binding to methylated DNA | UHRF1 binding to methylated oligo, TR-FRET | inhibition, % at 4.4 µM | actives 0.75% (n = 370,000) | Q96T88; in the data active means inhibition above about 21%;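 further: UHRF1 SRA domain binding a hemimethylated CpG hairpin DNA probe; 0% = median of test compound wells and 100% = reference inhibitor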
PRMT1 FP inh: inhibitors of human PRMT1. Q99873. recombinant PRMT1, activity-based probe fluorescence polarization. inhibition, % at 2.79 µM. actives 1.3% (n = 370,000). AID 652257;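 active means inhibition above about 21% made by adding two undisclosed values, limit read from the data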
Target sequence (Q99873 whole entry, looked up): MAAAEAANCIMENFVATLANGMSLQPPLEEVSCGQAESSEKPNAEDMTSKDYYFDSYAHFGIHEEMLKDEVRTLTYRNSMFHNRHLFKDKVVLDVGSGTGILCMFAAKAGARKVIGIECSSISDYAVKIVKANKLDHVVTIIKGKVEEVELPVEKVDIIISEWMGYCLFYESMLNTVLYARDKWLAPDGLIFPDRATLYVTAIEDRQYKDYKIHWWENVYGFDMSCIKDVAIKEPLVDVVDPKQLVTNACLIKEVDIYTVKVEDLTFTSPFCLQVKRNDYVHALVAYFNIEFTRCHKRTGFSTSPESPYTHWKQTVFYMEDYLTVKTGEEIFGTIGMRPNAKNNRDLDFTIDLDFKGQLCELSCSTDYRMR
LEDGF integ inh: blocks HIV-1 LEDGF/p75-dependent DNA integration; AID 743269; actives 0.64% (n = 370,000); inhibition, % at 3.7 µM; TR-FRET IN-LEDGF/p75 DNA integration, Eu/Cy5;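 active means inhibition above the screen-wide mean plus 3 SD, cut at about 13% in these data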;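 further: signal is the Cy5 over europium emission ratio at 671 and 618 nm; 0% = plate median of compound wells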
Tn7 DDE FP: inhibitors of Tn7 peptide binding to human fibrin DD(E); P02675; FP displacement of FITC-Tn7 peptide from fibrin DD(E); 0% = median of compound wells per plate; inhibition, % at 8.3 µM; actives 0.13% (n = 370,000);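 active means inhibition above the mean of compounds falling within the control limits plus 3 SD of them, cut at about 14% in these data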;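 further: 0% = plate median of compound wells and 100% = 10 µM Aha-Tn7 peptide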
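Test system – human fibrin DD(E) · Times – 10 min preincubation, 3 h with tracer, room temperature · Detection – fluorescence polarization of the labelled Tn7 tracer · Measure – percent inhibition normalized to high-control wells · Benchmarks – high control wells with 10 µM unlabelled Aha-Tn7 peptide (full inhibition) · Repeats – singlicate testing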
TCR-CD3 inh: inhibitors of human TCR-CD3 interaction; TAMRA-labeled TCR probe fluorescence, biochemical; inhibition, % at 9.4 µM; actives 0.37% (n = 360,000); in the data active means inhibition above about 19%;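 further: recombinant mutant TCR 2C K166C tagged with TAMRA read by polarization; 0% = receptor in buffer alone and 100% = receptor with positive control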
Active calls of the source: *; . = not tested or not shown. Not a hit list; any-hit rate near 4.6%.

Every second line gives: TDP2 inh	SIAE inh	MBD2 DNA inh	Tn6 DDE FP	proKLK7 act	UHRF1 binding	PRMT1 FP inh	LEDGF integ inh	Tn7 DDE FP	TCR-CD3 inh
COc1ccccc1C(=O)N1CCCC1(C#N)c1ccccc1 (stereo not given)
→ 1	0	-6	12	0.1	5	-1	-2	0	1
CC(=O)CSc1nc(C(F)(F)F)cc(=O)n1-c1ccccc1
→ 7	2	-5	-2	-0.3	-1	12	-2	4	6
O=C(COC(=O)C1=COCCO1)Nc1ccccc1OC(F)F
→ 9	2	2	-6	-0.6	-1	-2	-3	4	4
COc1ccc(C(=O)/C=C2/Sc3cc4c(cc3N2C)OCO4)cc1
→ -3	-3	-1	9	0.5	-1	1	-6	1	3
O=C(OC12CCCN(C1)/C(=C/c1ccncc1)C2)C1CCCCC1 (stereo not given)
→ 0	2	0	3	1.1	-3	-2	-4	-2	.
O=C(COc1ccc(S(=O)(=O)N2CCOCC2)cc1Cl)NCCCn1ccnc1
→ -19	9	-3	-8	-0.3	6	5	-7	-5	-2
COC(=O)c1cc(C(=O)OC)n(Cc2ccc(F)cc2)c1C
→ -1	1	3	-5	0.4	2	4	0	-3	2
Nc1[nH]c(C(=O)c2ccc(Br)cc2)c(-c2ccc3ccccc3c2)c1C(=O)NCCc1c[nH]c2ccccc12
→ 1	10	1	-3	-0.1	1	2	-1	-1	-9
C=CCN(C(=O)CCC(=O)Nc1cc(C)on1)C(C(=O)NC1CCCC1)c1ccc(OC)c(OC)c1 (stereo not given)
→ 11	5	2	0	-0.3	1	3	-6	-10	-4
CCc1ccccc1NC(=O)NCc1cccnc1
→ 8	0	1	-2	0.7	0	-1	-3	-5	4
CCCCn1c(N)c(N(CC(C)C)C(=O)c2cc(Cl)nc3ccccc23)c(=O)[nH]c1=O
→ 5	-1	5	-5	-0.8	2	1	-1	0	5
O=C(Nc1cnn(C23CC4CC(CC(C4)C2)C3)c1)c1cnn2cccnc12
→ 13	4	-7	5	0.5	-6	0	0	8	-1
COc1ccccc1CNC(=O)C[C@@H]1C[C@H]2c3cc(NC(=O)c4ccc5c(c4)OCO5)ccc3O[C@H]2[C@@H](CO)O1
→ -8	-3	-3	5	0.3	6	-3	5	-8	-5
Clc1ccc(-n2c(SCc3cccc4ccccc34)nnc2-c2ccco2)cc1
→ 6	0	-10	-10	0.6	0	-2	2	14*	.
O=C(CN1CCN(Cc2ccc(Cl)cc2)CC1)N/N=C/c1cccc(F)c1
→ -5	-6	2	-3	0.3	2	4	-8	2	-4
NNC(=O)c1nn(-c2ccc(Cl)cc2)cc1O
→ 4	10	-2	-4	9.7	-2	2	-4	-2	6
CCc1ccc(S(=O)(=O)Nc2cc3c(cc2N2CCCCC2)n(C)c(=O)c(=O)n3C)cc1
→ 8	8	2	2	1.0	11	5	-4	-4	-3
O=C1NC[C@H](c2ccccc2)OC(=O)[C@@H](Cc2ccc(F)cc2)C/C=C\C[C@H]1CC(=O)N(CCO)Cc1ccccc1
→ 0	-6	-4	2	0.0	-2	-1	0	3	0
CCc1ccccc1NC(=O)C1=CC(c2ccc(OC)c(OC)c2)=NS(=O)(=O)N1C
→ 2	-4	-6	-4	-0.6	-1	-1	5	-4	0
CCCCNC(=O)C1CC(=O)N(CCc2ccccc2)C1 (stereo not given)
→ 1	-3	-2	-4	0.2	1	7	-4	-2	-12

Every second line gives: TDP2 inh	SIAE inh	MBD2 DNA inh	Tn6 DDE FP	proKLK7 act	UHRF1 binding	PRMT1 FP inh	LEDGF integ inh	Tn7 DDE FP	TCR-CD3 inh
Cc1c(O)c2cccnc2[nH]c1=O
→ 2	-1	1	1	0.2	-2	-1	3	7	8
CCc1cc(-c2n[nH]c(C)c2Oc2ccc(C(C)C)cc2)c(O)cc1O
→ -21	13	4	-7	-3.7	-1	1	-1	-8	1
N#CCC[C@@H]1CC[C@]2(CCCN(C(=O)C3CCCC3)C2)O1
→ 3	-5	1	-1	-0.2	-1	-4	2	0	.
Cc1cccn2cc(CNS(=O)(=O)c3ccc4ccccc4c3)nc12
→ -16	-9	-4	2	0.0	0	-2	1	1	3
CCn1cnc2c1c(=O)n(Cc1cccc([N+](=O)[O-])c1)c(=O)n2Cc1ccccc1
→ 13	2	-4	0	0.6	2	-7	5	1	3
COc1ccc(C(O)c2nccn2Cc2ccccc2)cc1 (stereo not given)
→ 6	-1	-4	12	-0.2	-3	-2	0	6	0
O=C(NCCN1C(=O)CSC1=O)C1CC(=O)N(c2ccccc2)C1 (stereo not given)
→ -5	5	4	3	-0.6	3	1	4	5	-7
O=C(Nc1nc(-c2ccccc2)cs1)NC1CCCCC1
→ -3	-5	-3	2	0.7	1	-2	-3	-2	4
COCCN1C(=O)[C@H]2C[C@@]13O[C@H](C1CCCCC1)N=C3CC1c3ccccc3C[C@@]12C (stereo not given in full)
→ 6	2	2	8	-0.3	1	1	-1	-3	-3
Brc1ccc(-c2csc(N3CCNCC3)n2)cc1
→ -8	2	-2	-2	.	-2	-6	4	7	.
Cc1cccc(-n2c3nc(=O)[nH]c(=O)c-3cc3c(C)nn(-c4ccccc4)c32)c1C
→ 12	1	0	1	14*	-1	-1	-2	10	5
CC1CC(C)CN(c2oc(-c3ccco3)nc2C#N)C1 (stereo not given)
→ 3	8	-3	1	-7.4	-2	1	-2	1	2
O=C(CCc1nnc2ccc(N3CCCC3)nn12)Nc1cc(F)ccc1F
→ -3	0	-2	-2	0.4	-1	-2	1	4	3
CN(CCc1ccccn1)C(=O)CCC1CCCN(C(=O)NC2CCCCC2)C1 (stereo not given)
→ -2	3	-1	2	0.2	3	-1	5	1	0
COc1ccc(CNC(=O)CN(Cc2cccs2)C(=O)CCC(=O)Nc2ccccn2)cc1
→ 6	3	-4	4	0.7	-2	-3	-5	-7	5
Cc1ccc(-n2nnc(-c3cc4ccccc4nc3Cl)n2)cc1
→ 8	-4	1	-3	-0.6	-1	0	0	5	-3
CC(=O)Nc1ccc(S(=O)(=O)c2ccnc3cc(Cl)ccc23)cc1
→ 8	-6	2	5	0.8	-1	-2	-1	1	3
CC(C)(C)c1ccc(C(=O)Nc2ncn[nH]2)cc1
→ 1	-8	5	10	-0.7	-4	3	-1	2	-6
CCOC(=O)C1(C)CCCN(C(=O)c2c(F)cccc2F)C1 (stereo not given)
→ 1	-2	-5	2	0.5	1	1	0	0	4
Cc1ccc(S(=O)(=O)CCC(=O)NCCC2=CCCCC2)cc1
→ -7	-2	-2	4	-0.1	1	5	-1	-2	-1

3 of the entries above in order of their number in Tn6 DDE FP, descending:
Compound	Tn6 DDE FP
CC(=O)Nc1ccc(S(=O)(=O)c2ccnc3cc(Cl)ccc23)cc1	5
CCc1ccc(S(=O)(=O)Nc2cc3c(cc2N2CCCCC2)n(C)c(=O)c(=O)n3C)cc1	2
Nc1[nH]c(C(=O)c2ccc(Br)cc2)c(-c2ccc3ccccc3c2)c1C(=O)NCCc1c[nH]c2ccccc12	-3

Further compounds.
Every second line gives: TDP2 inh	SIAE inh	MBD2 DNA inh	Tn6 DDE FP	proKLK7 act	UHRF1 binding	PRMT1 FP inh	LEDGF integ inh	Tn7 DDE FP	TCR-CD3 inh
C/C(=N\OCC(=O)Nc1cc(C)cc(C)c1)c1ccc2c(c1)OCCO2
→ 5	1	2	-1	-0.6	-3	-2	1	1	1
O=C(O)CSc1cccc2cccc(C(=O)O)c12
→ 5	4	3	11	0.5	-3	-1	0	-5	4
Cc1cccc(N2CCN(C3=NC(=O)/C(=C\c4cn[nH]c4-c4ccccc4)S3)CC2)c1
→ 1	4	5	-1	0.5	4	2	1	-2	-8
CN(C)CCCNC(=S)N1CCC(C(=O)c2ccc(Cl)cc2)CC1
→ -2	-3	-5	2	0.1	-2	1	2	-5	1
CCOC(=O)N1CCN(C(=S)NC(=O)c2nn(C)cc2Br)CC1
→ 12	-5	1	-3	-0.6	1	0	-1	-8	1
COc1ccc(C(=O)N(C)CCOc2ccc(Cl)cc2)cc1S(=O)(=O)N1CCCC1
→ 2	5	2	-7	0.2	-1	-5	-1	6	2
O=C(c1cc2c(=O)n3ccccc3nc2s1)N1CCN(Cc2ccccc2)CC1
→ -11	-2	-5	4	25*	-3	0	1	0	2
FC(F)(F)c1cc(Cc2nc3ccccc3n2C(CCc2ccccc2)c2nc3ccccc3[nH]2)cc(C(F)(F)F)c1 (stereo not given)
→ 8	-5	0	-1	0.4	-4	-5	-1	-7	4
Cc1noc(C)c1NC(=O)N(C)C[C@H]1OCc2cn(nn2)CCCC(=O)N([C@@H](C)CO)C[C@@H]1C
→ 1	2	-1	6	-0.6	-3	-4	2	1	6
O=C(NCCCn1ccnc1)C1CCN(S(=O)(=O)c2cc([N+](=O)[O-])ccc2Cl)CC1
→ -3	-11	0	9	0.0	-1	4	0	5	-2
CC(=O)C(C)Oc1ncn(-c2ccccc2)n1 (stereo not given)
→ 5	4	-1	-2	-0.3	2	-1	0	-2	-4
C=CCNc1ncnc2c1ncn2[C@H]1CN(Cc2cc(OC)c(OC)c(OC)c2)C[C@@H](CO)O1
→ -15	-3	-2	-1	2.4	-1	-8	5	-8	0
CNC(C)C#Cc1ccc2oc3cccc(OC)c3c(=O)c2c1 (stereo not given)
→ 7	0	2	5	34*	-6	-1	1	5	8
N/C(=N\OC(=O)c1cccs1)c1cccnc1
→ -9	10	-3	9	-0.1	-1	-10	1	3	-5

Source: PubChem BioAssay (The Scripps Research Institute Molecular Screening Center)
